PLC-gamma1 inh: PLC-gamma1 enzyme inhibitors, primary screen, biochemical, fluorescence, purified enzyme. 1-phosphatidylinositol 4,5-bisphosphate phosphodiesterase gamma-1 (Homo sapiens), P19174. fluorogenic substrate. inhibition, % at 12.2 µM. 0.84% of 370,000 active. AID 720700, 2013; in the data active means inhibition above about 9.5%
ssDAF-12 act: S. stercoralis DAF-12 nuclear receptor activators, primary screen, cell-based, luminescence, HEK293, GRIP1 co-expression, lit1-tk-luc; activation, % at 6.8 µM; 1% of 370,000 active; HEK293 ssDAF-12/GRIP1 lit1-tk-luc reporter; % of 3 µM dafachronic acid response;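 active means activation above the mean over all tested compounds plus 3 SD, cut at about 0.9% in these data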;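 further: 0% = DMSO-only wells and 100% = 3 µM delta7-dafachronic acid wells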
HGIII-sPLA2 inh: human group III sPLA2 inhibitors, primary screen, biochemical, QFRET, BODIPY PC-A2 liposome substrate; Group 3 secretory phospholipase A2 (Homo sapiens), Q9NZ20; QFRET BODIPY PC-A2 liposome hydrolysis, fluorescence; inhibition, % at 12.2 µM; 0.56% of 370,000 active; AID 743126, 2013;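 active means inhibition above mean plus 3 SD of compounds lying within the high and low control bounds, cut at about 19% in these data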;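 further: 0% = median of test compound wells and 100% = no enzyme DMSO wells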
hcDAF-12 act: H. contortus DAF-12 nuclear receptor activators, primary screen, cell-based, luminescence, HEK293, lit1-tk-luc reporter | HEK293 hcDAF-12 lit1-tk-luc reporter; 0% DMSO, 100% Δ7-dafachronic acid | activation, % at 6.8 µM | 1.4% of 370,000 active;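 active means activation above the mean of all tested compounds plus 3 SD, cut at about 5.5% in these data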;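 further: 100% = response to 3 µM Δ7-dafachronic acid high control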
ADAM10 inh: human ADAM10 inhibitors, primary screen, biochemical, QFRET, HTS; Disintegrin and metalloproteinase domain-containing protein 10 (Homo sapiens), O14672; recombinant ADAM10, EDANS/DABCYL FRET peptide cleavage, 3 h; inhibition, % at 7 µM; 0.62% of 370,000 active; AID 720582, 2013;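 active means inhibition above a per-campaign cutoff equal to the mean of compounds falling between control-based bounds plus 3 SD, cut at about 20% in these data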;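 further: 0% = DMSO wells while the 100% control is not disclosed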
FXN GAA850 act: FXN promoter activators, primary screen, cell-based, luciferase luminescence, HEK293 lucGAA850. HEK293 lucGAA850 FXN promoter luciferase reporter, 24 h; percent of 10 µM SAHA response. activation, % at 6 µM. 0.56% of 360,000 active. AID 540364, 2011;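 active means activation above the average of all compounds screened plus 3 SD, cutoff fixed separately per campaign, cut at about 7.5% in these data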;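 further: 0% = DMSO wells and 100% = 10 µM SAHA wells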
PLCb3 inh: human PLC-beta3 inhibitors, primary screen, biochemical, fluorescence | Purified PLC-beta3, fluorogenic substrate | inhibition, % at 12.2 µM | 0.18% of 370,000 active; in the data active means inhibition above about 11%;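 further: 0% = median of compound wells on plate and 100% = full blocker control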
DAX1 inh-1: DAX1 (NR0B1) inhibitors, primary screen, cell-based, HEK293, Gal4-DAX1, luciferase luminescence; Nuclear receptor subfamily 0 group B member 1 (Homo sapiens), P51843; HEK293 Gal4-DAX1 luciferase reporter; inhibition, % at 6.75 µM; 0.99% of 340,000 active; AID 504766, 2011;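 active means inhibition above the mean over all tested compounds plus 3 SD, cut at about 4.2% in these data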;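 further: 0% = DAX1-transfected cells with DMSO and 100% = empty-vector control cells with DMSO; inhibition shows as a rise in luminescence from relieved DAX1 repression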
hgDAF-12 ag: H. glycines DAF-12 receptor agonists, primary screen, cell-based, luminescence, HEK293, GAL4 fusion, UAS-luciferase; Nuclear hormone receptor DAF-12 (Heterodera glycines), GAL4 fusion; HEK293 GAL4-hgDAF12 UAS-luciferase reporter, agonist luminescence; normalized to butyrate control; activation, % at 6.8 µM; 1.8% of 370,000 active;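 active means activation above a cutoff set at the mean of all screened compounds plus 3 SD, cut at about 10% in these data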;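 further: 0% = DMSO wells and 100% = sodium butyrate wells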
DAX1 inh-2: DAX1 (NR0B1) inhibitors on StAR promoter, primary screen, cell-based, luminescence, SF-1 (NR5A1), full-length DAX-1; HEK293T StAR-luciferase reporter, SF-1/DAX-1 repression relief; inhibition, % at 6.8 µM; AID 652010, 2013; 1.1% of 370,000 active;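 active means inhibition above the mean over all tested compounds plus 3 SD, cut at about 3.6% in these data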;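 further: 0% = DAX-1 cells with DMSO and 100% = cells lacking DAX-1 with DMSO; higher inhibition means more luminescence from relief of DAX-1 repression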
ADAM17 inh: ADAM17 inhibitors, primary screen, biochemical, QFRET; recombinant ADAM17, EDANS/DABCYL FRET peptide cleavage; 0.83% of 370,000 active; inhibition, % at 6.95 µM; Disintegrin and metalloproteinase domain-containing protein 17 (Homo sapiens), P78536;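 active means inhibition above the mean of compounds lying between control limits plus 3 SD, set per campaign, cut at about 8.5% in these data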;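 further: 0% = DMSO-only wells as the low control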
Active calls of the source: *; . = no result given.

(1) CCO[C@H]1OC(C(=O)NCc2nc3ccccc3[nH]2)=C[C@@H](c2ccc3c(c2)OCO3)[C@@H]1CCCO
(2) CCN(CC)c1ccc(S(=O)(=O)N2CCOCC2)cc1NC(=O)COC(=O)C1=COCCO1
(3) O=C(CSc1cc(Cl)ccc1Cl)NCCCn1ccnc1
(4) COc1cc(OC)cc(C(=O)NCCCNC(=O)c2cccnc2)c1
(5) Cc1ccc(CC(=O)Nc2cccc(C)n2)cc1
(6) COc1ccccc1-c1nnc(-c2ccc(F)cc2)o1
(7) CCC(C)N1CC(C(=O)NC2CCCCC2)CC1=O (centres undefined)
(8) CCOC(=O)Cc1cc(=O)n2[nH]c(C(C)(C)C)cc2n1
(9) CSc1ccc(/C=C(/NC(=O)c2ccco2)C(=O)N2CCCCC2)cc1
(10) CCOC(=O)C1CCN(C(c2cccc(OC)c2)c2sc3nc(C)nn3c2O)CC1 (centres undefined)
assay / entry	1	2	3	4	5	6	7	8	9	10
PLC-gamma1 inh	-8	-2	-1	2	1	2	2	-5	-14	-2
ssDAF-12 act	-1.4	-0.1	-0.7	-1.2	1.9*	0.3	-1.4	-1.4	-1.2	-0.5
HGIII-sPLA2 inh	-7	-1	-1	1	3	-10	6	-68	-2	-7
hcDAF-12 act	-3.1	-0.3	-0.7	-2.4	3.2	3.7	-1.0	-0.8	-1.4	-0.4
ADAM10 inh	-13	-6	-1	-4	14	-15	-7	-12	-4	-7
FXN GAA850 act	-1.1	-0.9	-0.2	0.8	5.7	3.2	-1.9	1.6	0.0	0.3
PLCb3 inh	-11	-7	-1	-3	-4	-4	0	-5	-24	0
DAX1 inh-1	-1.3	0.4	0.3	-0.5	2.1	.	0.9	-0.7	0.2	0.5
hgDAF-12 ag	-2.9	1.1	-0.2	0.5	4.6	4.9	0.8	-2.8	-1.3	2.1
DAX1 inh-2	-0.6	1.7	0.3	-0.3	1.7	0.9	0.3	-0.2	0.8	-0.1
ADAM17 inh	-6	-1	-3	0	-3	-3	-4	-8	1	-3

(11) Cc1ccc(NC(=O)CN(C)CC(=O)Nc2c(C)cccc2C)c(Br)c1
(12) O=C(Nn1cnnc1)c1ccc(Cl)c(Cl)c1
(13) CCOC(=O)c1c(C)oc2c1c1c(c3ccccc32)OCN(Cc2ccccn2)C1
(14) CCOc1ccccc1N1Cc2cc(C)c(C)cc2C1
(15) CCCCNC(=S)NNC(=O)c1csc(C)c1C
(16) Cc1cccc(C(=O)NNC(=O)c2cc3cc4ccccc4nc3s2)c1
(17) C=CCOc1cccc(/C=C\c2nc(O)c([N+](=O)[O-])c(=O)[nH]2)c1
(18) O=C(COC(=O)CCCN1C(=O)c2ccccc2C1=O)Nc1ncc(Cl)cc1Cl
(19) CCOC(=O)C1=C(C)NC2=C(C(=O)C(C(=O)OCC)C(c3ccco3)C2)C1c1ccccn1 (centres undefined)
(20) NC(=O)c1cc(N=Nc2c(N)[nH]n(-c3c(Cl)cc(Cl)cc3Cl)c2=O)ccc1Cl
assay / entry	11	12	13	14	15	16	17	18	19	20
PLC-gamma1 inh	1	0	-16	-8	-1	-26	3	-4	-302	1
ssDAF-12 act	-1.0	-0.9	1.2*	-1.2	-1.8	-1.1	-1.2	-1.4	-1.5	-1.1
HGIII-sPLA2 inh	-3	0	1	-1	27*	-11	2	-1	-2	-4
hcDAF-12 act	-1.9	-0.1	6.8*	-0.4	-2.2	-0.8	0.6	-1.3	-0.2	-0.9
ADAM10 inh	-2	14	-8	-7	9	-12	-5	6	-450	7
FXN GAA850 act	0.2	-0.2	-0.2	-0.5	3.2	2.4	-1.1	-0.4	-1.6	0.2
PLCb3 inh	6	-5	-24	-6	-3	-22	0	-3	-409	3
DAX1 inh-1	0.7	6.2*	4.0	0.3	-0.7	0.4	-0.9	0.8	0.9	-0.1
hgDAF-12 ag	2.1	-2.9	6.3	4.5	-0.3	-0.3	-0.6	-0.3	0.8	2.1
DAX1 inh-2	0.4	0.3	2.0	0.8	-0.4	-0.2	-0.2	0.8	0.2	0.5
ADAM17 inh	-2	-4	-2	2	6	-7	-2	-3	-120	4

(21) COC(=O)C(NNc1ccccc1C)(NC(=O)c1ccc(F)cc1)C(F)(F)F (centres undefined)
(22) Brc1ccccc1OCCCCCN1CCOCC1
(23) Cc1ccc(-c2nc3ccccc3nc2NN)cc1
(24) CC(=O)Nc1cccc(Oc2cnc3ccccc3n2)c1
(25) CCOC(=O)c1c(NC(=O)COC(=O)CNC(=O)c2ccco2)sc(C(C)=O)c1C
(26) CN1C(=O)CC(N2CCN(c3ccccn3)CC2)C1=O (centres undefined)
(27) COc1ccc(S(=O)(=O)N2CCN(Cc3cccc([N+](=O)[O-])c3)CC2)cc1
(28) Fc1ccccc1/C=N/N1CCN(Cc2ccccc2Cl)CC1
(29) O=C(Nc1ccc(Br)cc1)C1C2C=CC3(O2)C1C(=O)N(CCN1CCCCC1)C3C(=O)NC1CCCCC1 (centres undefined)
(30) O=C(N[C@H](C(=O)N1CCC[C@H]1C(=O)NCc1ccccc1)C1CCCCC1)c1ccccc1
assay / entry	21	22	23	24	25	26	27	28	29	30
PLC-gamma1 inh	-3	5	-52	4	-1	-1	6	1	0	1
ssDAF-12 act	-0.8	-0.8	2.2*	-0.2	-0.8	-1.5	-1.6	-0.6	-1.4	-0.8
HGIII-sPLA2 inh	-3	5	15	5	-1	-4	2	2	-5	-2
hcDAF-12 act	-1.0	2.4	12*	4.2	-1.9	-0.2	-1.3	-0.9	-0.9	1.2
ADAM10 inh	-18	3	-395	-6	0	-5	5	3	6	-3
FXN GAA850 act	5.9	2.8	3.5	-0.8	1.5	-0.8	-0.8	0.7	-0.7	.
PLCb3 inh	-4	2	-72	0	-1	-2	-3	-5	-7	1
DAX1 inh-1	0.1	0.5	5.1*	4.6*	-0.3	1.9	0.1	-0.8	2.4	.
hgDAF-12 ag	1.5	3.3	18*	5.7	-1.4	2.5	-2.7	-1.2	0.2	4.5
DAX1 inh-2	-0.1	-0.5	2.9	2.1	-0.3	0.2	0.2	-0.1	-0.3	-0.3
ADAM17 inh	-5	5	-95	-2	0	-2	0	2	-1	-3

Molecules listed so far with an aryl thioether with sulfur outside any ring (2):
(3) O=C(CSc1cc(Cl)ccc1Cl)NCCCn1ccnc1
(9) CSc1ccc(/C=C(/NC(=O)c2ccco2)C(=O)N2CCCCC2)cc1
assay / entry	3	9
PLC-gamma1 inh	-1	-14
ssDAF-12 act	-0.7	-1.2
HGIII-sPLA2 inh	-1	-2
hcDAF-12 act	-0.7	-1.4
ADAM10 inh	-1	-4
FXN GAA850 act	-0.2	0.0
PLCb3 inh	-1	-24
DAX1 inh-1	0.3	0.2
hgDAF-12 ag	-0.2	-1.3
DAX1 inh-2	0.3	0.8
ADAM17 inh	-3	1

Other entries follow:
(31) Cn1ccnc1SCC(=O)c1ccc(Br)cc1
(32) O=C(c1cccc(OC2CCN(Cc3ccc(F)cc3Cl)CC2)c1)N1CCCC1
(33) CCOC(=O)c1c(NC(=O)CNC2CCCc3ccccc32)sc(C(N)=O)c1C (centres undefined)
(34) Cc1cc(NC(=O)Cn2cnc3c(nnn3-c3cccc(F)c3)c2=O)no1
(35) COc1ccc(-c2cn(-c3ccccc3)nc2CO)cc1
(36) O=C(NC1(C(F)(F)F)NC(=O)N(CC2CCCCC2)C1=O)c1ccco1 (centres undefined)
(37) COc1ccc(/C=C/C(=O)NC(=S)Nc2ccc(S(=O)(=O)Nc3nccnc3OC)cc2)cc1
(38) CC(C)NC(=O)NNC(=O)Cn1nnc(-c2cccc(Cl)c2Cl)n1
(39) Cc1cccc(C)c1NC(=O)C1(C)CN(S(C)(=O)=O)CC(=O)N1Cc1ccco1 (centres undefined)
(40) CC[C@]12c3[nH]c4ccc(OC)cc4c3CCN1C(=O)C(CC(=O)NCc1cccc(C(F)(F)F)c1)C[C@@H]2C(=O)N1CCN(C(=O)c2ccco2)CC1 (some centres undefined)
assay / entry	31	32	33	34	35	36	37	38	39	40
PLC-gamma1 inh	-2	3	2	-1	-2	1	2	1	-1	11*
ssDAF-12 act	-0.6	-1.4	-0.8	-1.6	-0.7	-0.5	-0.8	-1.5	-1.0	-1.1
HGIII-sPLA2 inh	-15	-5	3	-10	-2	-5	-3	-37	1	-19
hcDAF-12 act	-0.3	-2.4	-0.3	-1.1	0.0	-0.8	-1.7	-0.7	-2.2	-0.5
ADAM10 inh	2	-3	7	2	1	2	-6	-8	-5	15
FXN GAA850 act	4.6	2.0	1.7	-0.2	3.0	1.1	0.6	-1.4	.	4.6
PLCb3 inh	0	-4	1	-7	-5	3	2	-5	1	5
DAX1 inh-1	0.9	0.2	3.3	1.6	-0.5	1.0	-1.4	.	.	-1.3
hgDAF-12 ag	2.5	-2.3	-1.2	0.7	9.0	0.2	5.2	-4.7	-1.8	-1.3
DAX1 inh-2	-0.2	-2.2	-0.5	0.2	0.6	0.0	0.1	0.0	0.2	-0.4
ADAM17 inh	0	0	2	-1	-1	1	0	-4	-3	6

(41) CCCNC(=O)COC(=O)/C=C/c1ccco1
(42) COc1ccc(CCN(C)C2CCCN(S(=O)(=O)c3ccccc3)C2)cc1OC (centres undefined)
(43) C/C(=N\N1CCN(C)CC1)c1ccc(Cl)c(Cl)c1
(44) Cc1nc(CNS(=O)(=O)c2ccc3c(c2)OCCO3)cs1
(45) CCCC1NC(=O)c2cccnc2-n2c1nc1ccccc1c2=O (centres undefined)
(46) Cc1ccc(S(=O)(=O)Oc2ccc(N3C(=O)C4C5CCC(C5)C4C3=O)cc2)cc1 (centres undefined)
(47) COc1ccc(Cl)cc1NC(=O)Cn1c(=O)n2nc(C)nc2c2ccccc21
assay / entry	41	42	43	44	45	46	47
PLC-gamma1 inh	1	3	0	2	2	8	0
ssDAF-12 act	0.1	-1.0	-0.9	-1.3	-0.7	-0.9	-1.0
HGIII-sPLA2 inh	1	-1	5	-6	5	-4	0
hcDAF-12 act	-0.7	0.3	-0.4	-0.1	-0.4	-1.0	-0.3
ADAM10 inh	-4	7	-1	-5	-5	-10	-3
FXN GAA850 act	1.9	0.1	1.3	0.9	-1.0	3.5	0.7
PLCb3 inh	2	-3	-1	3	0	-6	2
DAX1 inh-1	0.3	3.6	2.2	-0.8	3.3	-1.9	1.4
hgDAF-12 ag	0.1	0.8	-0.7	0.3	1.7	-4.2	-1.9
DAX1 inh-2	-0.7	0.8	-0.3	-0.3	-0.9	-0.7	-1.6
ADAM17 inh	-1	-1	-3	-2	-4	-4	1

From PubChem
